NPR1 activator – GC-A (human) enzyme activation | HEK293 GC-A cells, cGMP TR-FRET, EC30 ANP; 0% at EC30 ANP, 100% saturating ANP | activation, % at 10 µM | hit rate 0.14% among 370,000; in the data active = activation above about 40%
GC-B act – GC-B (human) receptor activation; hit rate 0.11% among 370,000; HEK293-GC-B cells, CNP EC30, cGMP TR-FRET; 0% at EC30 CNP, 100% saturating CNP; AID 1920062; activation, % at 10 µM; P20594;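 active = activation at 10 µM reaching about 35% in either raw or pattern-adjusted values, limit read from the data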
Target sequence (P20594 whole entry, looked up): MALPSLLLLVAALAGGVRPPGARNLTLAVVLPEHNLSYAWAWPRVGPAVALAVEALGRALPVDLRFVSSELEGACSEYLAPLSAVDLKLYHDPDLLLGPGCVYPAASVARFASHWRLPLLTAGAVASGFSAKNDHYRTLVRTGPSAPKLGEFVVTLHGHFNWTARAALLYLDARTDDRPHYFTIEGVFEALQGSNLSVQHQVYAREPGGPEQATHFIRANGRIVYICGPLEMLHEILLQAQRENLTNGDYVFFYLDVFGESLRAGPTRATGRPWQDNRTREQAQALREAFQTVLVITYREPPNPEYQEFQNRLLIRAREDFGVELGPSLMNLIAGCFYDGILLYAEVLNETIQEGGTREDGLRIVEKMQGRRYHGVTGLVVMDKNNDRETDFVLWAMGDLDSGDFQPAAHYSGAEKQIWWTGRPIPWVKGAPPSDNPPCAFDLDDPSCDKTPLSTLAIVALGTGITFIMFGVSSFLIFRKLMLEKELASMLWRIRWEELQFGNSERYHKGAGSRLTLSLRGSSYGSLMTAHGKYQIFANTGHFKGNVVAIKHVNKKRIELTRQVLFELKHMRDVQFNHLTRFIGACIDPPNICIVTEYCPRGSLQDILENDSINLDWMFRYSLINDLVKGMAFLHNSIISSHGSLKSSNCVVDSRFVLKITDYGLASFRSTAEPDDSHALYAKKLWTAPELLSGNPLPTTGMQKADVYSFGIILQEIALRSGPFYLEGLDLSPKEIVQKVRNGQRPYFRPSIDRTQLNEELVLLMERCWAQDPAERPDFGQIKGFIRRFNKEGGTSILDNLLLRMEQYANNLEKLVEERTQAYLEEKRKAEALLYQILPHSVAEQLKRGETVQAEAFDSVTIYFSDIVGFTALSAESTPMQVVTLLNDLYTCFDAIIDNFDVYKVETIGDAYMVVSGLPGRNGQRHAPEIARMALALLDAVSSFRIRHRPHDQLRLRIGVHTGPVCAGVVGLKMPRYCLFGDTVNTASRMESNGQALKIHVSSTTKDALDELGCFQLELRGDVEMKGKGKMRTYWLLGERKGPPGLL
proKLK7 act – activates the human kallikrein-7 zymogen; P49862; purified proKLK7, EDANS-DABCYL substrate fluorescence; 100% is mature enzyme control, 0% vehicle; activation, % at 7 µM; hit rate 0.9% among 370,000;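 active = activation above the mean of all tested compounds plus 3 SD, computed per campaign excluding outliers beyond control limits, cut at about 13% in these data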
ADAM10 inh – inhibitors of human ADAM10; O14672; recombinant ADAM10, EDANS/DABCYL FRET peptide cleavage, 3 h; inhibition, % at 7 µM; hit rate 0.62% among 370,000; AID 720582;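 active = inhibition above a per-campaign cutoff equal to the mean of compounds falling between control-based bounds plus 3 SD, cut at about 20% in these data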;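 note: 0% = DMSO wells while the 100% control is not disclosed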
rCAG binder – binds r(CAG) RNA repeats; r(CAG) RNA repeat, TO-PRO-1 dye displacement fluorescence; inhibition, % at 3 µM; hit rate 1.3% among 370,000; AID 651821;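 active = inhibition above the plate cutoff, the mean of all test compounds on that plate plus 3 SD, cut at about 35% in these data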;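 note: 0% = DMSO alone and 100% = 100 µM mitoxantrone as full dye displacement; higher means more dye released from RNA so lower well fluorescence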
ASAP1 inh – inhibitors of human ASAP1 ArfGAP activity | Q9ULH1 | ASAP1-stimulated ARF1 GTP hydrolysis, GDP FP detection | inhibition, % at 16.5 µM | hit rate 0.19% among 360,000 | AID 624377; in the data active = inhibition above about 25%;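 note: 0% = vehicle with enzyme and substrate and 100% = no enzyme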
DDE Tn6 FP inh – DD(E)-Tn6 binding inhibition, primary FP screen; hit rate 0.21% among 370,000; inhibition, % at 8.3 µM; Fibrin DD(E) TRITC-Tn6 fluorescence polarization displacement; P02675;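 active = inhibition above a per-campaign cutoff: mean of compounds within control limits plus 3 SD, cut at about 15% in these data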;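 note: 0% = median of all compound wells on the plate and 100% = blocking peptide control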
HGIII-sPLA2 inh – Blocks human group III sPLA2 activity. inhibition, % at 12.2 µM. QFRET BODIPY PC-A2 liposome hydrolysis, fluorescence. hit rate 0.56% among 370,000. Q9NZ20;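 active = inhibition above mean plus 3 SD of compounds lying within the high and low control bounds, cut at about 19% in these data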;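 note: 0% = median of test compound wells and 100% = no enzyme DMSO wells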
ARFGAP1 inhibitor – inhibits rat ARF GTPase activating protein 1. Q62848. inhibition, % at 16.5 µM. Arfgap1-stimulated ARF1 GTP hydrolysis, GDP FP detection. hit rate 0.26% among 360,000;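 active = inhibition above a per-plate limit, mean inhibition of low control wells plus 3 SD, cut at about 25% in these data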;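 note: 0% = DMSO wells with enzyme and 100% = wells lacking Arfgap1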
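System: truncated rat Arfgap1 GAP domain / Medium: HEPES-based buffer, pH 7.5 / Also added: N-terminally truncated human ARF1-GTP substrate / Incubation: enzyme reaction 120 min at 25 °C after 20 min preincubation / Measured by: FP of antibody-bound GDP Alexa 633 tracer, ex 620/em 688 nm / Replicates: singlicate, each compound tested once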
GAA850 FXN act – increases GAA850 frataxin promoter reporter activity; hit rate 0.56% among 360,000; HEK293 lucGAA850 FXN promoter luciferase reporter, 24 h; percent of 10 µM SAHA response; activation, % at 6 µM;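 active = activation above the average of all compounds screened plus 3 SD, cutoff fixed separately per campaign, cut at about 7.5% in these data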;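 note: 0% = DMSO wells and 100% = 10 µM SAHA wells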
Starred values were filed as active, the others as inactive; / = not tested or not shown.

SMILES	NPR1 activator	GC-B act	proKLK7 act	ADAM10 inh	rCAG binder	ASAP1 inh	DDE Tn6 FP inh	HGIII-sPLA2 inh	ARFGAP1 inhibitor	GAA850 FXN act
CC(C)CN(C(=O)COC(=O)COc1ccc2c(c1)CCC2)c1c(N)n(Cc2ccccc2)c(=O)[nH]c1=O	-2	2	-0.2	-3	2	-6	5	1	-1	2.1
O=C(CSc1ccc(Br)cc1)Nc1ccccc1N1CCOCC1	-16	-15	-0.4	4	-8	1	-2	-3	6	0.9
CC(C)c1ccc(OCC(=O)NCc2ccco2)cc1	2	0	-1.1	-2	-7	0	2	4	12	1.5
CN1C(=O)[C@@H]2[C@@H]3C[C@@H]([C@H]4ON=C(c5ccc(Cl)cc5Cl)[C@@H]34)[C@@H]2C1=O	-3	5	-0.3	-4	-2	-1	6	4	-7	1.8
CC(=O)c1cccc(NC(=O)c2cc(-c3ccco3)on2)c1	0	2	0.3	3	7	2	7	1	3	0.0
Cc1ccccc1-c1nc(CN2CCC(C(=O)NCCN3CCOCC3)CC2)c(C)o1	0	1	0.4	2	-10	-3	3	6	1	2.1
CCOC(=O)C(C)n1cnc2c1c(=O)[nH]c(=O)n2C (stereo not drawn)	2	1	0.1	1	-3	-12	2	10	0	-1.9
CSc1nnc(Cn2c(=O)sc3ccccc32)n1C	0	-2	0.3	-4	1	-7	1	-4	-3	0.2
COc1ccc(S(=O)(=O)N(Cc2cccnc2)Cc2cc3ccccc3[nH]c2=O)cc1	-3	-6	1.0	-250	4	11	-4	-12	1	-1.2
O=C(NC1CCCC1)[C@@H]1CSC2c3ccccc3C(=O)N21 (stereo partly drawn)	0	-1	0.8	6	3	10	-1	-2	1	-2.5
CCOC(=O)C1=C(C)NC(SCC(=O)O)=C(C#N)C1c1ccco1 (stereo not drawn)	3	-2	0.3	3	24	0	3	-3	9	-1.3
CC1CCCCC12NC(=O)N(CC(=O)NCCc1c[nH]c3ccccc13)C2=O (stereo not drawn)	4	5	-0.6	-2	4	-8	2	-39	-2	-1.0
Cc1noc(C)c1S(=O)(=O)N(C)C[C@H]1Oc2ccc(NC(=O)C3CC3)cc2C(=O)N([C@H](C)CO)C[C@@H]1C	0	1	0.8	-8	-3	5	2	9	-6	-0.8
COCCN(CCOC)S(=O)(=O)c1ccc(C(=O)Nc2c(C)n(C)n(-c3ccccc3)c2=O)cc1	-3	-2	-0.7	-4	-4	-5	-1	6	-8	1.5
CSc1ccccc1C(=O)C1CCCN(C(=O)NC(C)C)C1 (stereo not drawn)	-1	-1	0.3	-2	-6	0	-7	-3	2	-0.4
CCC(=O)N1CCCc2cc(S(=O)(=O)N3CCN(c4ccccc4F)CC3)ccc21	1	3	0.5	-10	0	-1	1	-4	0	-3.2
COc1ccc(CCNS(=O)(=O)c2cc3c4c(c2)C(C)C(=O)N4CCC3)cc1OC (stereo not drawn)	-1	2	0.4	-4	2	3	-3	-38	5	1.6
CC(=O)Oc1ccc(-c2csc(Nc3cccnc3)n2)cc1	7	4	-0.9	-9	0	5	1	-3	-5	3.9
COc1cccc(CN2CCNC(=O)C2CC(=O)NC2CCOCC2)c1OC (stereo not drawn)	4	7	0.3	-19	-1	-3	-9	0	-9	-0.8
COc1cc2c(cc1NC(=O)c1cccnc1)CCCC2	-3	8	0.8	0	-2	3	3	-8	-2	-0.6

Part of the list above in order of SMILES length, highest first:
SMILES	NPR1 activator	GC-B act	proKLK7 act	ADAM10 inh	rCAG binder	ASAP1 inh	DDE Tn6 FP inh	HGIII-sPLA2 inh	ARFGAP1 inhibitor	GAA850 FXN act
CN1C(=O)[C@@H]2[C@@H]3C[C@@H]([C@H]4ON=C(c5ccc(Cl)cc5Cl)[C@@H]34)[C@@H]2C1=O	-3	5	-0.3	-4	-2	-1	6	4	-7	1.8
COCCN(CCOC)S(=O)(=O)c1ccc(C(=O)Nc2c(C)n(C)n(-c3ccccc3)c2=O)cc1	-3	-2	-0.7	-4	-4	-5	-1	6	-8	1.5
Cc1ccccc1-c1nc(CN2CCC(C(=O)NCCN3CCOCC3)CC2)c(C)o1	0	1	0.4	2	-10	-3	3	6	1	2.1
CC(=O)c1cccc(NC(=O)c2cc(-c3ccco3)on2)c1	0	2	0.3	3	7	2	7	1	3	0.0
CSc1ccccc1C(=O)C1CCCN(C(=O)NC(C)C)C1 (stereo not drawn)	-1	-1	0.3	-2	-6	0	-7	-3	2	-0.4

New compounds follow:
SMILES	NPR1 activator	GC-B act	proKLK7 act	ADAM10 inh	rCAG binder	ASAP1 inh	DDE Tn6 FP inh	HGIII-sPLA2 inh	ARFGAP1 inhibitor	GAA850 FXN act
CC(=O)N[C@H]1C(O)O[C@H](CO)[C@@H](O)[C@@H]1O (stereo partly drawn)	4	7	0.4	4	2	-13	3	-2	7	-0.8
CC(C)(C)C(=O)Oc1cccc(Nc2ncnc3ccccc23)c1	0	-2	0.6	1	-4	5	-3	-8	0	-0.2
COCc1nnc(NC(=O)c2cccs2)s1	2	-2	0.1	-5	0	-3	2	2	1	-1.0
O=C(NCc1ccccc1)C(c1ccccc1)n1c(C2CC2)nc2ccccc21 (stereo not drawn)	-10	-11	0.4	-29	1	4	-5	1	-7	/
O=C(C[n+]1ccc(/C=N/O)cc1)NCc1ccccc1	3	1	-0.3	3	1	7	-6	0	4	-0.6
COC(=O)c1ccc(N2CCCCC2)c(NC(=O)c2ccco2)c1	-1	-4	-0.1	-11	-2	-8	-2	-3	-4	2.3
COc1ccc(-c2ccc3c(c2)C2CC3CCN2S(=O)(=O)c2ccccc2C)cc1 (stereo not drawn)	0	4	0.1	-16	2	0	3	15	-4	0.6
CNC(=O)c1sc(-c2cccs2)nc1C	3	7	2.4	-207	0	1	2	2	-1	-0.9
C=CCn1c(C)cc(C(=O)CN2C(=O)NC3(CCCc4ccccc43)C2=O)c1C (stereo not drawn)	0	8	0.3	4	-6	3	1	-6	6	1.6
CCOc1ccc(-c2nc(CCl)cs2)cc1	0	3	0.3	-17	-4	3	-3	4	1	7.6*
O=C1CCC/C1=C/Nc1ccc(Cl)cc1	-9	-5	-0.1	-2	2	3	8	-51	5	2.1
Cn1cccc1C(=O)C(=O)Nc1cc(Cl)cc(Cl)c1	-3	-2	-0.5	-8	3	0	-4	-5	5	3.0
CCN(CC)CCn1c2ccccc2c2nc3ccccc3nc21	5	-10	2.7	3	8	-2	-3	1	1	6.6
COC(=O)c1cccc(NC(=O)CCc2cc(OC)c(OC)c(OC)c2)c1	-1	2	0.0	0	-2	-7	9	0	-9	1.1
COc1ccc(NS(=O)(=O)c2ccc(NC(=S)NCC3CCCO3)cc2)cc1 (stereo not drawn)	2	-5	0.3	4	11	4	-1	-35	16	-1.6
O=C1C(=Cc2cccc(Cl)c2)Cc2ccccc21	-4	-2	-0.2	-10	3	2	-4	4	-5	/
O=C(NCc1cccnc1)C(=O)NCC1OCCN1S(=O)(=O)c1ccccc1 (stereo not drawn)	4	4	-0.1	-8	3	2	-2	1	-6	0.1
COc1ccc(C(C)(C)C)cc1N1C(=O)[C@@H]2CSCCS(=O)(=O)N2C1=O	-2	3	0.1	5	8	1	-3	4	-5	/
CCOC(=O)C1=CN(Cc2cccc(F)c2)S(=O)(=O)N(C)C1c1ccc(C(F)(F)F)cc1 (stereo not drawn)	-3	-5	0.6	3	0	-2	3	-4	13	-1.7
O=C(CCCCCN1C(=O)C2C3C=CC(C3)C2C1=O)Nc1ccc(Cl)cc1 (stereo not drawn)	-1	0	0.2	3	0	/	-8	-3	/	/
CS(=O)(=O)NCCSCc1ccc(Cl)cc1	5	-3	0.3	-2	-4	7	-1	-3	-4	-0.4
O=C(O)CCCNS(=O)(=O)c1cccc2nsnc12	1	0	0.3	-7	1	-5	-5	4	-1	0.3
O=C(NCC(c1ccco1)N1CCc2ccccc21)c1ccccc1F (stereo not drawn)	-1	-5	-0.8	-8	-4	0	-11	5	17	1.7
CSc1ccccc1NC(=O)COC(=O)c1ccccc1Cc1ccccc1	-2	-4	0.1	6	3	-9	-3	-23	3	3.0
CC(=O)c1cccc(S(=O)(=O)N2CCC(C(=O)NC3CCCC3)CC2)c1	4	3	-0.4	-3	4	-7	1	-7	-9	-2.5
CC1CCN(C(=O)c2ccc(NS(=O)(=O)c3cccs3)cc2)CC1	2	-2	-0.3	6	4	1	-1	-15	-8	2.2
O=C(CNC1CCCCC1)Nc1cc(S(=O)(=O)N2CCOCC2)ccc1Cl	-1	2	-0.5	5	-3	4	-3	-9	13	2.1
COc1ccc(S(=O)(=O)N2Cc3ccccc3CC2C(=O)Nc2nccs2)cc1 (stereo not drawn)	-4	-5	0.3	7	3	3	0	-22	8	2.6
Cc1ccc(OCC(=O)OCC(=O)NC2CC2)cc1C	-1	-1	-1.1	-9	2	-12	-6	3	2	1.1
CC(C)(C)Cc1nnc(NC(=O)Cc2ccc([N+](=O)[O-])cc2)s1	3	0	-0.2	2	-1	6	5	-67	10	0.3
O=P(Cc1ccncc1)(c1ccccc1)c1ccccc1	-6	-6	0.2	-2	2	3	2	7	-1	-1.6
COc1ccc(CCOC(=O)c2ccc(N)c([N+](=O)[O-])c2)cc1	3	0	0.6	16	5	2	3	-19	12	3.0
O=C(Nc1cccc(F)c1)OCCN1CCCC12CCC(c1ccccc1)CC2 (stereo not drawn)	-7	-7	/	3	/	/	4	-12	/	/
COc1ccc(C2CC(c3cccs3)=NN2C(=O)CSc2nc3ccccc3s2)cc1 (stereo not drawn)	4	4	-0.3	-11	5	-4	0	-10	0	-3.7
CCOC(=O)Cc1csc(NC(=O)CSc2nnc(-n3nc(C)cc3C)c3ccccc23)n1	3	3	-0.1	0	-4	2	2	0	-4	-3.3
CN(CC(=O)Nc1ccc(Cl)cc1)C(=O)CCc1c[nH]c2ccccc12	2	-7	-0.6	2	4	13	6	-73	10	0.7
Cc1ccc(Nc2nnc(SCC(=O)Nc3cccc(S(=O)(=O)NC4=NCCCCC4)c3)s2)cc1	-2	4	0.8	-3	5	-5	-2	-32	-4	1.6
CSc1ccc(C(=O)C2CCCN(C(=O)c3ccc4c(c3)no[n+]4[O-])C2)cc1 (stereo not drawn)	-6	-3	0.2	-1	-3	-1	1	-4	-1	0.5
CSc1ccccc1C(=O)N1CCC(CCC(=O)NC2CC2)CC1	0	-1	0.4	-2	-1	3	4	3	-23	2.9
CCC1CCCCN1CCCNC(=O)C1CCCN(c2nn3c(=O)cc(C)nc3s2)C1 (stereo not drawn)	1	0	0.2	3	0	-5	4	0	0	0.1
O=C(CCNC(=O)c1ccccc1Cl)Nc1cccc(S(=O)(=O)N2CCOCC2)c1	-1	-13	0.7	0	-1	1	0	-7	-4	1.8
Cc1nc(SCc2nc3cc(Cl)c(F)cc3[nH]2)c2oc3ccccc3c2n1	-9	-5	-1.1	-16	7	13	1	10	-3	-0.8
CC(=O)Nc1ccc(S(=O)(=O)Nc2cccc3cccnc23)cc1	3	4	-2.4	-9	3	-4	0	6	11	-0.4
COc1ccc(NC(=O)CCCC(=O)OCC(F)(F)C(F)F)cc1	-2	2	0.7	2	-1	9	-7	-4	7	1.7
N#Cc1c[nH]n2c(=O)cc(Cc3ccccc3)nc12	2	10	-0.6	-4	-1	-5	-4	4	-6	0.1
O=C(/C=C/c1ccc(S(=O)(=O)N2CCOCC2)cc1)NC(=S)Nc1ccc(Cl)cc1Cl	-1	1	-0.1	0	7	-3	-5	-4	0	1.7

Compound activity as filed in PubChem BioAssay.
